Screening data: PubChem BioAssay, several laboratories
Scp-1 inhibitor: inhibitors of human Scp-1 phosphatase. Recombinant Scp1, phosphopeptide, malachite green phosphate absorbance. inhibition, % at 20 µM. 0.88% of 340,000 active. AID 493091;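 active = inhibition above about 50% at 20 µM, limit read from the data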;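 note: plate controls were DMSO wells with enzyme for no effect and wells lacking enzyme for full effect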
Target sequence (Q9GZU7 76-261 limits assumed): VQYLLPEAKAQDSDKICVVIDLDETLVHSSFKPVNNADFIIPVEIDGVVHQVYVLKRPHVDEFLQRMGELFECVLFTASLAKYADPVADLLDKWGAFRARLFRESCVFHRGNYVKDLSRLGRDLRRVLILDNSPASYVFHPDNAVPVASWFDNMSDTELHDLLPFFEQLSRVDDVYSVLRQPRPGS
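Times: enzyme reaction 45 min at room temperature, colour 5 min, stabilisation 30 min. Material: SCP-1 catalytic fragment, aa 76-261. Medium: Acidic Tris acetate buffer with magnesium and detergent. Signal: colorimetric free-phosphate detection, absorbance 630 nm. Read-out basis: % inhibition of SCP-1 phosphate liberation. Reagent: Phosphorylated 17-residue peptide substrate.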
SUMO1 PPI mod: SUMO1-SIM interaction modulation; P63165; SUMO1 binding to a labelled peptide, TR-FRET, 1 h; inhibition, % at 20 µM; 0.33% of 360,000 active; in the data active = inhibition above about 37%
Target sequence (P63165 whole entry, looked up): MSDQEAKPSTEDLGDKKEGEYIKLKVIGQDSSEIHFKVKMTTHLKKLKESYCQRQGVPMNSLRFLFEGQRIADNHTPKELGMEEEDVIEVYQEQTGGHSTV
Neddylation inh: blocks human cullin neddylation; calls only at 25 µM; TR-FRET cullin neddylation, biochemical; 0.58% of 360,000 active; in the data active = inhibition above about 36%
TbMetRS inhib: Trypanosoma brucei MetRS inhibition; AID 624268; inhibition, % at 11.9 µM; 0.4% of 360,000 active; purified T. brucei MetRS, ATP depletion, Kinase-Glo luminescence;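 active = inhibition above a per-plate cutoff of the control wells' mean inhibition plus 3 SD, cut at about 5.5% in these data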;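 note: 0% = DMSO wells median and 100% = median of wells with control inhibitor compound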
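Test system – parasite MetRS enzyme · Reagent – substrates ATP, L-methionine and bulk Escherichia coli tRNA · Doses – 11.9 µM compound single dose, 0.9% DMSO · Times – 15 min enzyme-compound preincubation, 2 h reaction, 10 min detection, 25 °C · Signal – Kinase-Glo luminescence, ATP depletion format · Controls – DMSO-only wells as low control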
SKN-1 inh: blocks SKN-1 activity in C. elegans; C. elegans VP596 Pgst-4::GFP/RFP ratio, acrylamide-induced, 24 h; inhibition, % at 21.8 µM; 0.49% of 360,000 active; AID 624304;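 active = interference check ratio from 0.5 to 1.5 plus GFP to RFP signal ratio inhibition reaching or exceeding a fixed threshold, cut at about 30% in these data, passing the limit was not always enough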; note: some compounds called inactive have numbers as strong as hits
DNMT1 inh: DNMT1 (human) enzyme inhibition; P26358; inhibition (reported as % activation of signal), % at 10 µM; AID 588458; DNMT1 molecular beacon, Hinp1I cleavage, fluorescence; 0.83% of 360,000 active; in the data active = inhibition above about 50%
NadD block: blocks S. aureus nicotinate mononucleotide adenylyltransferase. purified NadD enzyme, colorimetric absorbance read-out. inhibition, % at 20 µM. 0.78% of 360,000 active. AID 602399; in the data active = inhibition above about 26%; note: some compounds past the cut are filed as inactive
LMPTP block: blocks human LMPTP phosphatase; 0.22% of 360,000 active; AID 651560; recombinant LMPTP-A, OMFP fluorogenic substrate, fluorescence intensity; P24666; inhibition, % at 20 µM;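 active = compounds that cut the enzyme signal by at least half of the control window in the single-dose screen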;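 note: plate controls were DMSO wells with enzyme plus substrate for no effect and substrate without enzyme for full effect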
Target sequence (P24666 whole entry, looked up): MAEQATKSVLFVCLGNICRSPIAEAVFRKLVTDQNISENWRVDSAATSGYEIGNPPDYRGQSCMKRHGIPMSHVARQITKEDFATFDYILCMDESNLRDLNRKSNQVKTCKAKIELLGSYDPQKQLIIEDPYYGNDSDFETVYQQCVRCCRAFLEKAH
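Test system: LMPTP-A phosphatase enzyme. Amount: LMPTP-A at 0.625 nM final in the reaction. Reagent: OMFP substrate, 400 µM final. Times: 50 min at room temperature. Signal: endpoint fluorescence intensity from OMFP dephosphorylation. Read-out basis: % inhibition. Benchmarks: no-enzyme and uninhibited controls.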
CendR NRP1 mod: alters CendR peptide binding to human NRP-1; O14786; FAM-RPARPAR peptide binding to NRP-1, fluorescence polarization; inhibition, % at 25 µM; 0.85% of 360,000 active; AID 602438;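 active = inhibition or corrected inhibition above about 18%, plus a signal ratio from 0.5 to 1.5, limit read from the data, passing the limit was not always enough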; note: strong numbers were not always called active
STEP block: blocks human striatal-enriched tyrosine phosphatase; recombinant STEP, OMFP fluorogenic substrate, fluorescence; P54829; inhibition, % at 20 µM; 0.25% of 360,000 active;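 active = inhibition at 20 µM, scaled per plate between control wells, above about 37%, limit read from the data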;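 note: 0% = DMSO with enzyme and substrate and 100% = substrate only without enzyme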
Target sequence (P54829 whole entry, looked up): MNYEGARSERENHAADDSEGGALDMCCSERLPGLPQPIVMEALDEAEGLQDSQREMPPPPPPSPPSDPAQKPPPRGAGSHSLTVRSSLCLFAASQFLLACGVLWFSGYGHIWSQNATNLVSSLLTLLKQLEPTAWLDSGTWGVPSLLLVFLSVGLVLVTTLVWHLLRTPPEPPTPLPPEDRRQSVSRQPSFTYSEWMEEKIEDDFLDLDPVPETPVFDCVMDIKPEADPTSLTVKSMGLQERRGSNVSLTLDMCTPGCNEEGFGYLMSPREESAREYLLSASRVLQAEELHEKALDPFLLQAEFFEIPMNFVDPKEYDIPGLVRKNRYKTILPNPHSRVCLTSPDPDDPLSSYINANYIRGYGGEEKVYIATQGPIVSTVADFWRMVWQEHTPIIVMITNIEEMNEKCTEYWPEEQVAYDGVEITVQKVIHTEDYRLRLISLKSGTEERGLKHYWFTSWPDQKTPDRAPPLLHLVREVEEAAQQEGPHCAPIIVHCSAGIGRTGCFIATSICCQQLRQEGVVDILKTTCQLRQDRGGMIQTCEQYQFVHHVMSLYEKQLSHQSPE
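System: STEP (striatal-enriched tyrosine phosphatase) enzyme, cell-free; medium: Bis-Tris pH 6.0 buffer with DTT, detergent; dosing: 20 µM, 1% DMSO; times: reaction 20 min, ambient temperature; detection: fluorescence, 480/540 nm; read-out basis: normalized % inhibition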
Starred values were filed as active, the others as inactive; i = inactive; / = not tested or not shown.

1	COc1ccc(-n2cnc3scc(-c4ccccc4)c3c2=O)cc1
2	CCOc1ccc(N(CC(=O)Nc2cc(Cl)ccc2C)S(C)(=O)=O)cc1
3	O=C1C2C3C=CC(C3=C3CCCCC3)C2C(=O)N1c1ccccc1 (stereo unspecified)
4	NC(=O)CN1CCN(CCN2C(=O)c3cccc4cccc(c34)C2=O)CC1
5	CCn1cc(Cl)c(C(=O)N2N=C3/C(=C/c4cccs4)CCCC3C2c2cccs2)n1 (stereo unspecified)
6	Cc1sc(NC(=O)c2ccco2)c(CN2CCN(c3ccccc3)CC2)c1C
Screen / compound no.	1	2	3	4	5	6
Scp-1 inhibitor	-9	-10	0	3	-14	-18
SUMO1 PPI mod	1	9	0	-36	-8	0
Neddylation inh	i	i	i	i	i	i
TbMetRS inhib	0.5	-0.1	-0.9	-0.9	-0.4	0.2
SKN-1 inh	10	22	0	-15	-5	-5
DNMT1 inh	-3	3	2	2	-12	-2
NadD block	-4	-3	0	-3	8	5
LMPTP block	1.1	0.1	0.3	0.1	5.2	5.1
CendR NRP1 mod	-4	6	-9	7	-2	0
STEP block	1	0	1	-3	-4	3

7	COc1ccc(C(c2nnnn2-c2ccc3c(c2)OCCO3)N2CCN(C/C=C/c3ccccc3)CC2)cc1 (stereo unspecified)
8	CCOc1ccc(NC(=O)c2cc(C)nc3ccccc23)cc1
9	Cc1c(C(=O)N2CCN(C(=O)c3ccccc3)CC2)oc2ccc(F)cc12
10	Nc1nc(CSc2nc3ccccc3[nH]2)cs1
11	COc1ccc(S(=O)(=O)N2CCOCC2)cc1NC(=O)Cc1coc2cc(C)ccc12
12	CN1C(=O)C(Cc2cnc[nH]2)NC1=S (stereo unspecified)
Screen / compound no.	7	8	9	10	11	12
Scp-1 inhibitor	/	-1	7	-12	-8	-4
SUMO1 PPI mod	3	3	0	17	-1	-5
Neddylation inh	i	i	i	i	i	i
TbMetRS inhib	-1.0	-0.7	0.0	-0.9	0.1	0.0
SKN-1 inh	-14	4	12	-30	8	5
DNMT1 inh	-22	3	23	-3	-5	-1
NadD block	6	-1	9	-2	6	-6
LMPTP block	2.6	-0.8	0.5	-0.8	1.7	-2.5
CendR NRP1 mod	5	-5	-1	-16	-16	-7
STEP block	0	1	-1	-2	-1	2

13	CCOC(=O)c1c(C)nc2ncccn12
14	CC(C)OCCCNC(=O)c1ccc(NC(=O)C2=CSCCO2)cc1
15	Cc1ccc(NC(=O)c2nnn(CC(=O)Nc3ccccc3)c2N)cc1C
16	C=CCN(c1ccccc1OC)S(=O)(=O)c1cccc(C(=O)OC2CCOC2=O)c1 (stereo unspecified)
17	O=C(Nc1ccc(F)cc1)C1CC(=O)n2ncnc2N1 (stereo unspecified)
18	C=CCOc1ccc(C2NC(=O)NC(C)=C2C(=O)OC)cc1 (stereo unspecified)
Screen / compound no.	13	14	15	16	17	18
Scp-1 inhibitor	4	-2	-1	-12	-3	-2
SUMO1 PPI mod	0	-7	-3	-2	-4	-1
Neddylation inh	/	i	i	i	i	i
TbMetRS inhib	0.2	0.0	0.3	-0.1	0.3	-1.0
SKN-1 inh	7	11	4	1	-4	-10
DNMT1 inh	0	-1	7	-1	-1	-6
NadD block	3	3	-6	-2	-3	-1
LMPTP block	-1.1	-2.2	2.8	-0.3	-1.3	0.0
CendR NRP1 mod	0	14	2	8	2	0
STEP block	-1	0	0	-4	-4	2

19	COc1cccc(CN2CC(C(=O)NCCc3nccs3)CCC2=O)c1 (stereo unspecified)
20	COC(=O)CC1=NN(c2ccc(OC)cc2)C(=O)C1
21	Cn1cc(S(=O)(=O)CC(=O)N2CCCc3ccccc32)c2ccccc21
22	Cc1cccc(C(=O)O)c1[N+](=O)[O-]
23	NC(=S)NC(=O)/C=C/c1ccccc1
24	O=C1/C(=C/c2ccco2)Oc2c1ccc(O)c2CN1CCCCC1
Screen / compound no.	19	20	21	22	23	24
Scp-1 inhibitor	/	-7	2	-6	-9	14
SUMO1 PPI mod	-1	-5	5	28	-4	0
Neddylation inh	i	i	i	i	i	i
TbMetRS inhib	-0.2	0.5	-0.2	-1.2	-0.4	0.3
SKN-1 inh	11	0	21	-6	1	-3
DNMT1 inh	-1	-7	4	-3	-3	79*
NadD block	2	-1	-5	1	2	13
LMPTP block	-0.2	0.5	-1.1	-0.7	-1.0	16
CendR NRP1 mod	9	12	1	-2	2	38
STEP block	-1	-1	2	-2	-2	1

25	Cc1cc(C)cc(-c2nnc(SCC(=O)N3CCN(C(=O)c4ccco4)CC3)o2)c1
26	CCN(CC)C1CC(=O)N(c2cccc(Cl)c2)C1=O (stereo unspecified)
27	O=C(C(Cc1ccccc1)n1cccc1)N1CCN(Cc2ccccc2)CC1 (stereo unspecified)
28	CC1CCCN(S(=O)(=O)c2ccc3oc(=O)ccc3c2)C1 (stereo unspecified)
29	Cc1nnc(SC(C(=O)c2ccccc2)c2ccccc2)[nH]c1=O (stereo unspecified)
30	O=C1c2ccccc2C(=O)N1CCCCSc1nc2ccccc2o1
Screen / compound no.	25	26	27	28	29	30
Scp-1 inhibitor	0	3	-7	-9	30	-19
SUMO1 PPI mod	1	3	0	-3	4	-3
Neddylation inh	i	i	i	i	i	i
TbMetRS inhib	0.2	-0.5	-1.3	-0.3	0.6	-1.2
SKN-1 inh	2	5	1	12	16	-15
DNMT1 inh	1	1	-2	0	-1	-7
NadD block	7	-4	0	-1	0	-8
LMPTP block	0.1	-1.9	-0.5	0.1	-2.5	2.2
CendR NRP1 mod	-4	4	-12	-20	4	2
STEP block	-1	3	3	-1	0	-1

31	Cc1cccc(N=Nc2c(O)[nH]c3ccc(Br)cc23)c1
32	CCCCNS(=O)(=O)c1ccc(NC(=O)Cc2ccc(OC)cc2)cc1
33	CC(C)c1ccc(O)c(NC(=S)NC(=O)c2cccnc2)c1
34	Cc1ccc(C)c(N2CCN(C(=O)CCc3nc(-c4cccc(F)c4)no3)CC2)c1
35	COc1ccc(-c2nn(-c3ccccc3)cc2/C=N/NC(=O)c2ccc(Br)o2)cc1
36	Nc1nc(N)c2c(ccc3nccc32)[nH]1
Screen / compound no.	31	32	33	34	35	36
Scp-1 inhibitor	-11	-8	-6	14	-7	-8
SUMO1 PPI mod	1	-4	2	25	-3	4
Neddylation inh	i	i	i	i	i	/
TbMetRS inhib	-0.7	-0.4	0.4	0.1	-0.8	-0.5
SKN-1 inh	20	-8	2	11	1	-4
DNMT1 inh	-1	-5	-3	4	-11	3
NadD block	-1	-8	0	0	15	-5
LMPTP block	2.9	0.0	0.5	4.6	3.2	31
CendR NRP1 mod	-30	4	-5	-2	-16	6
STEP block	-2	-2	3	2	1	1

37	CCCNC(=O)NCCc1c(C)[nH]c2ccccc12
38	Cc1c(NC(=O)Nc2cccc(F)c2)c(=O)n(-c2ccccc2)n1C
39	CC(C)C(=O)N[C@@H]1c2ccccc2CC[C@@H]1O
40	COc1ccc(-c2noc(N3CCC(C(=O)NCc4ccccc4Cl)CC3)n2)cc1
41	Cc1cccc(NC(=O)NCc2ccc3[nH]c(C)cc3c2)c1
42	O=C(c1cccc(S(=O)(=O)Nc2ccccc2Cl)c1)N1CCCCCC1
Screen / compound no.	37	38	39	40	41	42
Scp-1 inhibitor	-3	-6	4	-7	-7	-1
SUMO1 PPI mod	17	5	0	3	1	-59
Neddylation inh	i	i	i	i	i	i
TbMetRS inhib	-0.1	0.1	-2.0	-0.2	0.5	-0.4
SKN-1 inh	-2	15	2	-1	19	-11
DNMT1 inh	-2	0	3	6	-16	-5
NadD block	1	3	-4	-10	10	6
LMPTP block	-1.4	-2.1	-1.8	0.4	0.3	-11
CendR NRP1 mod	17	-4	2	1	-21	14
STEP block	0	2	-2	-2	-1	-3

43	Cc1cc(C)n(C2CCCCC2OC(=O)c2ccccc2)n1 (stereo unspecified)
44	Nc1nc(N)c(Cc2ccc(Cl)cc2Cl)c(N)n1
45	COC(=O)c1[nH]c2ccc(F)cc2c1NC(=O)CCN1CCN(Cc2ccc3c(c2)OCO3)CC1
46	CCOc1ccc(CCNC(=O)C(C)n2nc(C)n3c(cc4occc43)c2=O)cc1OCC (stereo unspecified)
47	Cc1ccnc(NC(=O)CCC(=O)N(CC(=O)NC2CCCCC2)Cc2cccs2)c1
48	CC(NC(=O)c1cc2ccccc2oc1=O)c1ccc(O)cc1 (stereo unspecified)
Screen / compound no.	43	44	45	46	47	48
Scp-1 inhibitor	-5	-7	-3	-5	-5	-2
SUMO1 PPI mod	2	-2	-3	0	-1	-26
Neddylation inh	i	i	i	i	i	i
TbMetRS inhib	-0.8	0.6	-0.5	-0.5	-0.9	-0.3
SKN-1 inh	-1	-3	-11	-8	14	1
DNMT1 inh	2	2	-2	0	0	1
NadD block	-4	-2	-5	-2	-1	-3
LMPTP block	0.0	64*	0.1	4.1	0.9	-4.0
CendR NRP1 mod	2	10	1	-2	6	14
STEP block	-19	2	-2	-3	6	3

49	Cc1ccc(Nc2cccc(C(F)(F)F)c2)nn1
50	Cc1ccc2c(CN3CC(C)CC(C)C3)cc(=O)oc2c1C (stereo unspecified)
51	CC1(C)CCN(Cc2ccccc2)C1CC#N (stereo unspecified)
52	C[C@@H]1CN([C@@H](C)CO)S(=O)(=O)c2ccc(C#CC3CCCCC3)cc2O[C@@H]1CN(C)Cc1cccnc1
53	O=C(COc1ccc(Cl)cc1)NNC(=O)C(=O)N1CCCCC1
Screen / compound no.	49	50	51	52	53
Scp-1 inhibitor	-5	0	-2	/	-6
SUMO1 PPI mod	7	-4	2	6	0
Neddylation inh	i	i	i	i	i
TbMetRS inhib	0.7	-1.3	-1.8	-0.2	-2.1
SKN-1 inh	8	4	5	-5	-13
DNMT1 inh	0	3	0	-7	7
NadD block	-5	-6	-2	3	1
LMPTP block	-0.7	0.5	-1.6	0.0	0.7
CendR NRP1 mod	4	8	-4	-6	-3
STEP block	0	-2	-1	5	-1

Random draw from the library; overall some 4.6% were active at least once.
